# ABCB6 inh MLPCN = human ABCB6 transporter inhibition; 360,000 tested, 0.19% active; Q9NP58; K562-ABCB6 porphyrin accumulation, flow cytometry, 1 h; stronger effect = lower value; fluorescence ratio to DMSO, % at 10 µM;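 active = fluorescence ratio to DMSO below 75%, the collection mean minus 3 SD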;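 also: signal is porphyrin accumulated inside mitochondria; 100% equals median channel fluorescence of DMSO control wells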
# Target sequence (Q9NP58 whole entry, looked up): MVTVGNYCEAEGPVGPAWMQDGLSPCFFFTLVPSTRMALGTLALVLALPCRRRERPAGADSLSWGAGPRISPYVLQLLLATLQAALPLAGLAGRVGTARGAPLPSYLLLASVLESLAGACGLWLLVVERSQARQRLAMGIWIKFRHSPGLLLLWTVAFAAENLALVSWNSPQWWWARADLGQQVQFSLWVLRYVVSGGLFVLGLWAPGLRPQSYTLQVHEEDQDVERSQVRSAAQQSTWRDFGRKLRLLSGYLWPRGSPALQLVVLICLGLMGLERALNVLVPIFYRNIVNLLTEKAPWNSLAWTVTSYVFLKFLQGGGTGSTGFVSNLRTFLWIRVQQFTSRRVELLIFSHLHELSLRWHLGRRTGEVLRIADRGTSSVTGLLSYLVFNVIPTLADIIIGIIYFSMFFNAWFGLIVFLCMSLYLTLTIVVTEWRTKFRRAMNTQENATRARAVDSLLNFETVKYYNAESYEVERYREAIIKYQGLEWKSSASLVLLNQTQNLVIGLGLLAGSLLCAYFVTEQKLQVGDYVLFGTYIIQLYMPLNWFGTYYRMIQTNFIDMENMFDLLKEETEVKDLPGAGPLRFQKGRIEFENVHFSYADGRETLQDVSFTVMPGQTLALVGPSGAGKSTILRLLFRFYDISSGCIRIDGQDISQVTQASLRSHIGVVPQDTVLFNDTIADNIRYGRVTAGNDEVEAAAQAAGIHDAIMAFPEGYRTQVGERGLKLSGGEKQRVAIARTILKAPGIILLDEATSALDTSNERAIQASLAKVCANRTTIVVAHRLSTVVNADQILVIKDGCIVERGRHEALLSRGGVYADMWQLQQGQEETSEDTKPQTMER
# CaV13 ICDI inh = Disruptors of the CACNA1D IQ motif to Ca2+-dependent inactivation inhibitor domain association, primary screening, Förster resonance energy transfer in intact living …; 340,000 tested, 0.098% active; HEK cells, CFP/YFP FRET ICDI-IQ, plate reader, 10 min; percent FRET-ratio fall versus neutral wells; inhibition, % at 12.3 µM; AID 743397;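 active = mean replicate inhibition of at least 30% and at least 1% of replicates passing that level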;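 also: 0% = median of the neutral control wells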
# Exocytosis inh = lytic granule exocytosis inhibition; inhibition, % at 10 µM; 360,000 tested, 0.66% active; TALL-104 LAMP-1 surface exposure, flow cytometry; cells stimulated with thapsigargin and PMA; AID 651702;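 active = inhibition above about 55%, limit read from the data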
# Cardio protect = protects H9c2 cardiomyocytes from peroxide injury; H2O2 injury protection, ATPLite, 2 h; protection from H2O2 cell death, % at 20 µM; 360,000 tested, 0.63% active; AID 588492;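 active = compounds giving at least 50% protection of heart cells from peroxide-induced death in the single-dose screen, raw or plate-pattern-corrected value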;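 also: 0% = DMSO wells with peroxide and 100% = DMSO wells without peroxide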
# Glyco luc inh = N-linked glycosylation inhibition. 360,000 tested, 0.23% active. D54 ERlucT glycosylation luciferase reporter, 24 h; percent of 100 nM tunicamycin response. reporter increase, % at 12.5 µM;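 active = mean luciferase reporter signal, scaled so untreated is 0 and the glycosylation-blocking control 100, at or above a set limit in every replicate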;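 also: luciferase carries N-glycosylation sites so blocking glycosylation raises the light; 0% = median of neutral control wells and 100% = median of 100 nM tunicamycin wells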
# PDI inh = inhibitors of human protein disulfide isomerase | P07237 | inhibition, % at 10 µM | 350,000 tested, 0.052% active | PDI insulin aggregation turbidity, A650, 90 min | AID 588391;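 active = mean inhibition across replicates of 30% or more, whatever share of single replicates reach that level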;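 also: absorbance from insulin aggregation driven by PDI reduction with DTT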
# HTR2A ag = mouse HTR2A agonism via beta-arrestin recruitment; CHO-K1 mHTR2A beta-arrestin complementation, luminescence; percent of 30 µM serotonin response; activation, % at 7.6 µM; 360,000 tested, 0.66% active;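 active = activation above a run cutoff, the mean activation of all tested compounds plus 3 SD, cut at about 14% in these data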;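 also: 0% = plate median of compound wells and 100% = 30 µM serotonin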
# hiPSC survival = increases survival of single human iPS cells. hiPSC single-cell survival, ATPlite luminescence; 100% = ROCK inhibitor wells, 0% = DMSO. survival enhancement, % at 20 µM. 360,000 tested, 0.044% active; in the data active = survival enhancement above about 18%;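 also: cells exposed to compounds for 16 hours before the ATP read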
# aDG glyco up = alpha-DG glycosylation activation. Pro5-aDG cells, alpha-DG glycosylation AlphaScreen (IIH6); 0% Pro5, 100% B10-LARGE cell signal. AID 624168. 360,000 tested, 0.22% active. activation, % at 10 µM;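 active = activation of at least 8% versus controls, or a plate z-score of at least 8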;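 also: Pro5 are CHO cells carrying HIG-tagged alpha-DG that lacks glycosylation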
# Vif inh = HIV Vif inhibition; HEK293T cells, Vif self-association by quenched fluorescence, imaging, 24 h; inhibition, % at 7.49 µM; 340,000 tested, 0.35% active; in the data active = inhibition above about 50%, passing the limit was not always enough; also: some results filed as inactive read as strong as hits
# An asterisk follows results filed as active; . = not tested or not shown.
SMILES,ABCB6 inh MLPCN,CaV13 ICDI inh,Exocytosis inh,Cardio protect,Glyco luc inh,PDI inh,HTR2A ag,hiPSC survival,aDG glyco up,Vif inh
O=C(Nc1ccccc1)c1ccc(CN2CCc3ccccc3C2)cc1,91,10,7,2,-3,6,-2,-0.7,0.6,-5
CN1CCN(Cc2c(C(=O)N3CCc4ccccc4C3)nc3ccc(Cl)cn23)CC1,97,-16,1,0,-1,-5,-11,-0.2,-0.4,9
CC1=C(C(=O)Nc2ccccc2)C2(CCCCC2)C(C#N)=C(SCC(N)=O)N1,95,-6,-8,2,0,-3,1,-0.9,-0.2,10
NNC(=O)C(Cc1ccc(O)cc1)N1Cc2ccccc2C1=O (centres undefined),99,-6,-4,3,1,5,-12,0.5,0.0,7
C[C@@H]1CN([C@@H](C)CO)C(=O)CCCn2nncc2CO[C@H]1CN(C)Cc1cccnc1,105,-6,6,11,5,-3,-2,-2.6,-0.5,-12
COCCNc1nc(-c2ccccc2)nc2ccccc12,98,-17,0,3,2,-1,4,0.3,0.0,-5
CC(=O)c1ccc(NC(=O)N2CCN(c3ccc(C)cc3)C(C)C2)cc1 (centres undefined),97,.,-3,-9,10,0,-2,-0.3,1.3,-11
C/C(=N\NC(=O)c1ccn(C)n1)c1ccc(NC(=O)C2CCC2)cc1,101,-3,0,3,-1,-12,-5,-0.4,-0.2,9
Cc1nc(N2CCN(c3ccccc3)CC2)[nH]c(=O)c1Cc1ccccc1,100,-4,6,-16,-1,3,-3,-1.5,-0.2,-3
CCCc1c(C(=O)O)cnn1-c1ccc(Cl)cc1,96,-5,10,17,1,2,0,-0.5,0.1,-5
CSc1nc(SCCO)c2sc3nc(-c4ccco4)c4c(c3c2n1)CC(C)(C)OC4,108,-6,3,4,1,1,12,2.6,-0.1,1
COC(=O)CNc1ccc2c(c1)OCO2,113,-6,-4,-5,5,-11,2,-1.6,0.0,-9
O=C(CCNC(=O)c1ccccc1Cl)Nc1nccs1,102,.,0,0,0,8,-5,1.3,-0.2,20
COCCN(C(=O)CSc1nnc(Nc2ccccc2F)s1)c1c(N)n(Cc2ccccc2)c(=O)[nH]c1=O,97,-5,1,4,0,2,2,-1.4,-0.1,9
CCOc1ccc(CCNC(=O)c2ccc3nc(CC)c(CC)nc3c2)cc1,105,-7,5,-4,5,6,-5,0.9,-0.2,-2
CC(=O)NCCNC(=O)c1oc2ccccc2c1CSc1ncn[nH]1,99,-3,2,-6,-1,-5,0,1.6,0.0,-2
Cc1nc(Cc2nnc(SCC(=O)N3CCN(c4ccc(O)cc4)CC3)o2)cs1,97,-2,7,0,3,7,0,0.1,-0.1,3
CCSc1nnc(COc2ccccc2)n1CC,97,-1,-2,-5,-1,3,3,0.2,0.0,2
O=S(=O)([O-])C(c1ccccc1)[n+]1ccccc1 (centres undefined),105,-11,0,0,1,1,7,0.0,-0.2,2
Cc1cccc(/C=C/c2onc(C)c2S(=O)(=O)N2CCC(C(=O)NC(C)C)CC2)c1,97,-2,1,11,-3,.,10,-2.1,-0.1,-4
N#Cc1cccc(C#N)c1Oc1ccc(S(=O)(=O)Nc2ccc(Cl)cc2)cc1,94,-5,8,-11,-2,-3,-2,0.0,0.2,-9
O=C(CN1C(=O)NC2(CCSC2)C1=O)N1CCN(c2ccc(F)cc2)CC1 (centres undefined),95,.,-3,9,1,13,2,1.1,-0.1,-2
Nc1ccccc1C#Cc1ccccc1,99,-9,2,-3,-4,2,-3,-0.8,-0.1,-4
O=C(CCc1ccccc1Cl)N1CCN(S(=O)(=O)c2ccccc2)CC1,92,-2,-2,0,-2,-2,1,-0.6,0.0,2
C[C@]12CCC(=O)CC1=CCC1C3CC=C(C#N)[C@@]3(C)CC[C@@]12O (some centres undefined),184,-2,7,-3,0,-1,4,-0.4,-0.1,12
Clc1ccccc1-c1nnc(CNC2CC2)o1,97,-19,-3,1,-1,1,6,2.2,-0.3,-28
C=CCC(c1ccccc1)N(C(C)=O)c1ccco1 (centres undefined),105,-5,1,4,0,3,-2,-0.9,-0.5,-2
CCC(=O)n1nc(-c2ccccc2)nc1N,100,-5,-2,-7,0,-3,1,11,-0.1,14
CC1(C(=O)NCCC(F)(F)F)Cc2c(-c3cccc(C(N)=O)c3)ccnc2O1 (centres undefined),98,-10,-1,1,14,-1,2,0.1,-0.1,30
CCCCN(C(=O)c1c(CC)noc1C)c1c(N)n(CC(C)C)c(=O)[nH]c1=O,91,-2,-1,4,3,-2,-3,-0.5,-0.1,2
CCc1nnc(NC(=O)CS(=O)(=O)Cc2ccccc2)s1,102,-7,-2,-6,1,-4,-5,-0.4,0.1,-11
O=C(Cn1ccc2ccccc21)Nc1ccc2c(c1)OCO2,85,-4,-3,4,-3,-3,1,2.2,0.1,-1
COc1ccccc1C(=O)Oc1ccc(N2C(=O)CCC2=O)cc1,112,.,8,3,0,-2,-2,-1.6,0.0,.
CC(=O)N1CCc2c(sc3c2c(=O)n(Cc2ccccc2)c(=O)n3CC(=O)NCC2CCCO2)C1 (centres undefined),94,-10,-3,2,8,.,7,2.2,-0.1,-1
Cc1c(NC(=O)C(C)OC(=O)c2c3c(nc4ccccc24)CCC3)c(=O)n(-c2ccccc2)n1C (centres undefined),91,-5,1,8,-1,-8,1,-1.4,0.2,-7
Cc1cc(C(=O)CSc2nnc(N)s2)c(C)n1-c1c(C)n(C)n(-c2ccccc2)c1=O,97,-2,1,18,1,2,-3,4.1,0.0,0
CCOC(=O)c1sc2nccc(N(C)C)c2c1N=CN(C)C,98,.,0,3,-3,-6,2,3.5,0.5,12
COc1ccc(OC)c(NC(=O)COC(=O)c2c3c(nc4ccccc24)CCCC3)c1,92,-8,6,56*,-2,-12,-3,4.3,-0.7,10
O=C(COc1cc(F)ccc1[N+](=O)[O-])Nc1ccc(N2CCOCC2)cc1,101,-2,-2,6,3,-2,-1,-0.7,-0.3,1
CC(C)NC(=O)c1ccc2c(c1)N(CC(=O)N1CCCCC1)C(=O)C(C)(C)O2,99,-2,2,11,1,-7,-4,0.4,0.0,-2
COC(=O)CSc1nc(NC#N)nc(NC(C)C)n1,104,.,9,7,2,-1,-1,-2.5,0.1,4
CNC[C@H](CC1CCCCC1)NC[C@H](NCCC1CCCC1)[C@H](C)O,99,-7,-3,1,-6,4,-4,-5.4,-0.5,2
COC(=O)/C=C/C(=O)N1CCN(c2ccccc2)CC1,101,-5,0,18,0,-3,0,-0.9,0.4,3
CC(=O)Nc1cccc2c1C(=O)N(c1ccc(OC(C)=O)cc1)C2=O,111,-23,-5,2,2,-3,0,0.1,-0.4,2
CNC(=S)N1CCN(C(=O)c2ccco2)CC1,104,-2,1,1,1,1,-1,-1.0,-0.1,-12
Cc1csc(NC(=O)CSc2nnc(-c3ccccc3)o2)n1,110,.,0,-9,-13,-3,1,0.8,1.4,0
N#CC1=C(N)OC2=C(C(=O)CC(c3ccccc3)C2)C1c1cccnc1 (centres undefined),97,-4,-3,0,-2,4,-3,0.8,0.3,1
CCCNC(=O)N1CCN(S(=O)(=O)c2ccc3c(c2)OCCO3)CC1,101,-3,2,-4,0,0,-1,0.4,-0.2,-7

# 14 structures already listed, ordered by molar mass, low to high.
SMILES,ABCB6 inh MLPCN,CaV13 ICDI inh,Exocytosis inh,Cardio protect,Glyco luc inh,PDI inh,HTR2A ag,hiPSC survival,aDG glyco up,Vif inh
CNC(=S)N1CCN(C(=O)c2ccco2)CC1,104,-2,1,1,1,1,-1,-1.0,-0.1,-12
COC(=O)/C=C/C(=O)N1CCN(c2ccccc2)CC1,101,-5,0,18,0,-3,0,-0.9,0.4,3
O=C(Cn1ccc2ccccc21)Nc1ccc2c(c1)OCO2,85,-4,-3,4,-3,-3,1,2.2,0.1,-1
CCOC(=O)c1sc2nccc(N(C)C)c2c1N=CN(C)C,98,.,0,3,-3,-6,2,3.5,0.5,12
COc1ccccc1C(=O)Oc1ccc(N2C(=O)CCC2=O)cc1,112,.,8,3,0,-2,-2,-1.6,0.0,.
Cc1csc(NC(=O)CSc2nnc(-c3ccccc3)o2)n1,110,.,0,-9,-13,-3,1,0.8,1.4,0
CC(=O)Nc1cccc2c1C(=O)N(c1ccc(OC(C)=O)cc1)C2=O,111,-23,-5,2,2,-3,0,0.1,-0.4,2
N#CC1=C(N)OC2=C(C(=O)CC(c3ccccc3)C2)C1c1cccnc1 (centres undefined),97,-4,-3,0,-2,4,-3,0.8,0.3,1
O=C(COc1cc(F)ccc1[N+](=O)[O-])Nc1ccc(N2CCOCC2)cc1,101,-2,-2,6,3,-2,-1,-0.7,-0.3,1
CC(C)NC(=O)c1ccc2c(c1)N(CC(=O)N1CCCCC1)C(=O)C(C)(C)O2,99,-2,2,11,1,-7,-4,0.4,0.0,-2
COc1ccc(OC)c(NC(=O)COC(=O)c2c3c(nc4ccccc24)CCCC3)c1,92,-8,6,56*,-2,-12,-3,4.3,-0.7,10
Cc1cc(C(=O)CSc2nnc(N)s2)c(C)n1-c1c(C)n(C)n(-c2ccccc2)c1=O,97,-2,1,18,1,2,-3,4.1,0.0,0
Cc1c(NC(=O)C(C)OC(=O)c2c3c(nc4ccccc24)CCC3)c(=O)n(-c2ccccc2)n1C (centres undefined),91,-5,1,8,-1,-8,1,-1.4,0.2,-7
CC(=O)N1CCc2c(sc3c2c(=O)n(Cc2ccccc2)c(=O)n3CC(=O)NCC2CCCO2)C1 (centres undefined),94,-10,-3,2,8,.,7,2.2,-0.1,-1

# Later entries:
SMILES,ABCB6 inh MLPCN,CaV13 ICDI inh,Exocytosis inh,Cardio protect,Glyco luc inh,PDI inh,HTR2A ag,hiPSC survival,aDG glyco up,Vif inh
COc1ccc(OCC(=O)Nc2ccc3oc(-c4ccncc4)nc3c2)cc1,100,-14,0,2,1,-13,4,1.2,-0.2,11
O=C(CSc1n[nH]c(-c2ccncc2)n1)Nc1ccccn1,96,-2,2,35,1,13,12,5.9,-0.1,3
COc1ccc(NC(C)=O)cc1S(=O)(=O)Nc1ccc2c(c1)OCCO2,101,-5,0,-9,-5,-1,3,-1.1,-0.2,0
NS(=O)(=O)c1ccc(CCNc2nc3c(-c4cccc(F)c4)nnn3c3ccccc23)cc1,94,-5,8,4,3,-14,-2,0.9,-0.3,7
Cn1c(N)c(C(=O)c2ccccc2)c(=O)n(C)c1=O,99,-6,2,-10,-1,-3,2,-2.6,-0.2,.
Cc1cc(C)c2c(c1)CC(C)(C)CC2=O,90,-5,3,0,2,-8,9,1.4,-0.3,12
CC1C(=O)N(Cc2cn(CCC3OCCO3)nn2)CCS(=O)(=O)N1Cc1ccc(-c2ccc(F)nc2)cc1 (centres undefined),94,-6,6,2,4,17,-2,3.9,0.0,2
Cc1ccc(NC(=S)/N=C(\N)Nc2nc(C)c3cc(C)c(C)cc3n2)cc1C,102,-2,2,-13,5,10,4,0.9,7.5,-8
COc1cc(C(=O)OCC(C)=O)c([N+](=O)[O-])cc1OC,99,2,1,-4,2,2,-2,0.7,0.9,-4
CCOC(=O)Nc1ccc2c(c1)N(C(=O)CCN1CCN(C)CC1)c1ccccc1S2,206,-2,18,2,0,-7,-5,5.3,-0.1,.
O=C(c1ccc(Cl)s1)N1CCCC1,102,-8,-2,-2,1,-4,0,-1.3,0.9,11
